# PAFAH2 inh: inhibitors of human PAFAH2. Q99487. recombinant PAFAH2, FP-rhodamine activity probe, fluorescence polarization. inhibition, % at 3.39 µM. 0.99% of 340,000 active. AID 492956;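 active means inhibition above the mean over all tested compounds plus 3 SD, cut at about 30% in these data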;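 further: inhibitors block probe labeling of enzyme so polarization drops; 0% = enzyme with DMSO and 100% = wells lacking PAFAH2 protein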
# LYPLA2 inh: LYPLA2 (human) inhibition in PME1 counter-screen. O95372. recombinant LYPLA2, FP-Rh probe fluorescence polarization. inhibition, % at 5.9 µM. 0.38% of 320,000 active. AID 2177;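 active means inhibition above the screen-wide mean plus 3 SD, limit set per campaign, cut at about 26% in these data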;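 further: 0% = LYPLA2 with DMSO and 100% = wells lacking LYPLA2 enzyme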
# Target sequence (O95372 whole entry, looked up): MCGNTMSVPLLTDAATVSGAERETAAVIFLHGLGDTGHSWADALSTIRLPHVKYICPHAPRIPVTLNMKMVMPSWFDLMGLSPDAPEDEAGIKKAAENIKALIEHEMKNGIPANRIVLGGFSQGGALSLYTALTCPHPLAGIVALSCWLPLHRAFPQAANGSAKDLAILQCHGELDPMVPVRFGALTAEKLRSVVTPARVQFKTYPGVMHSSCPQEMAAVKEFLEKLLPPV
# PAD4 inh: PAD4 (human) enzyme inhibition; recombinant PAD4, RCA probe fluorescence polarization; 0.41% of 330,000 active; AID 485272; Q9UM07; inhibition, % at 6.36 µM;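 active means percent inhibition above a cutoff equal to the mean of all tested compounds plus 3 SD, cut at about 15% in these data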;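 further: 0% = PAD4 with RCA probe and DMSO and 100% = probe without PAD4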
# PREPL inh: human PREPL enzyme inhibition. Q4J6C6. recombinant PREPL, fluorescence polarization activity-based probe. inhibition, % at 5.96 µM. 0.68% of 320,000 active. AID 2751; in the data active means inhibition above about 43%;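 further: 0% = enzyme with DMSO and 100% = wells lacking enzyme; many of its hits are not listed in these tables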
# EBNA-1 inh: blocks EBNA-1 binding to DNA; inhibition, % at 14.8 µM; 0.34% of 300,000 active; EBNA-1 DNA binding, fluorescence polarization; in the data active means inhibition above about 28%
# PAFAH1B3 FP inh: inhibitors of human PAFAH1B3. Q15102. recombinant PAFAH1B3, FP-rhodamine probe, fluorescence polarization. inhibition, % at 3.39 µM. 0.28% of 340,000 active;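 active means inhibition above the screen-wide average of all tested compounds plus 3 SD, cut at about 25% in these data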;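 further: 0% = enzyme with DMSO only and 100% = wells lacking PAFAH1B3 protein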
# Target sequence (Q15102 whole entry, looked up): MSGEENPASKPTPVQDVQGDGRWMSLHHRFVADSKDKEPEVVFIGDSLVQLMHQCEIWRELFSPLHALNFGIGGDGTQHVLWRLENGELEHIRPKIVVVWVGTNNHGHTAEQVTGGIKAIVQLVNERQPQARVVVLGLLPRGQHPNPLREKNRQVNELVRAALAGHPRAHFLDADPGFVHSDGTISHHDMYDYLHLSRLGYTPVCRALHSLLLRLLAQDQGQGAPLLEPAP
# LYPLA1 counter: counter-screen for PME1 inhibitors: inhibitors of human LYPLA1; inhibition, % at 5.9 µM; AID 2174; 0.16% of 320,000 active; O75608; recombinant LYPLA1, FP-Rh probe fluorescence polarization;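 active means inhibition above the mean of all tested compounds plus 3 SD, set per campaign, cut at about 14% in these data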;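 further: inhibitors block serine hydrolase probe labeling of LYPLA1 so polarization falls; 0% = enzyme with DMSO and 100% = wells lacking LYPLA1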
# Target sequence (O75608 whole entry, looked up): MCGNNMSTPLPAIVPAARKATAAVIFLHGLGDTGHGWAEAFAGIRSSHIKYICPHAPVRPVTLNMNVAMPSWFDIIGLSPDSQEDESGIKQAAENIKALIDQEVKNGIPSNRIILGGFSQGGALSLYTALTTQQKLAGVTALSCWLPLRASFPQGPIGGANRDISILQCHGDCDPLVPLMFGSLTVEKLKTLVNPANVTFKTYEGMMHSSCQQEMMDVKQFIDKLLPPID
# ZTA DNA inh: counter-screen for EBNA-1 inhibitors: inhibitors of Epstein-Barr virus ZTA; ZTA-DNA binding, fluorescence polarization; inhibition, % at 11 µM; 0.15% of 320,000 active; in the data active means inhibition above about 33%
# GSTO1 inh: counter-screen for RBBP9 inhibitors: inhibitors of human GSTO1; AID 1974; recombinant GSTO1, activity-based probe fluorescence polarization; P78417; 1.1% of 300,000 active; inhibition, % at 5.96 µM;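 active means inhibition above the campaign mean inhibition plus 3 SD, cut at about 35% in these data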;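 further: 0% = GSTO1-1 with DMSO and 100% = wells lacking GSTO1-1 enzyme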
# Target sequence (P78417 whole entry, looked up): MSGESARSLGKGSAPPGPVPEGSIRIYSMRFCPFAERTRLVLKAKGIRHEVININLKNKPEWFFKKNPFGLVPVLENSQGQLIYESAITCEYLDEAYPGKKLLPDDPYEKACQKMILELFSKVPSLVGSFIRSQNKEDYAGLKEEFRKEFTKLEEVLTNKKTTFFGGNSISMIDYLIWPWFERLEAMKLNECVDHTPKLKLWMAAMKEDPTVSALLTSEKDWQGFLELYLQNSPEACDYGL
# Starred values were filed as active, the others as inactive; nt = no result given.
SMILES,PAFAH2 inh,LYPLA2 inh,PAD4 inh,PREPL inh,EBNA-1 inh,PAFAH1B3 FP inh,LYPLA1 counter,ZTA DNA inh,GSTO1 inh
NC(=O)NCC1CC1,-4,4,3,-7,4,2,1,11,5
CC(=O)Nc1ccc(S(=O)(=O)N(C)C2CCN(C)CC2)cc1,0,-4,-1,-6,4,10,-3,-9,0
COc1ccc(S(=O)(=O)N2CCCCC2C(=O)O)cc1OC (configuration not stated),0,-4,-5,-3,6,4,-4,10,-3
Cc1ccc(C2(c3noc(CN(C)CCCN4CCOCC4)n3)CCCC2)cc1,nt,-1,-1,0,-6,nt,0,2,3
CCC(C)n1c(SCc2ccc([N+](=O)[O-])cc2)nc2ccsc2c1=O (configuration not stated),7,-14,3,8,1,11,-5,0,2
COc1ccc(C(=O)Nc2ncc(C)s2)cc1S(=O)(=O)N1CCCC1,-4,4,-4,1,5,7,-1,2,4
COCCCN(Cc1ccccn1)S(=O)(=O)Cc1ccccc1,-1,2,-2,5,12,4,0,17,0
Cc1nc(NS(=O)(=O)c2cccc([N+](=O)[O-])c2)sc1C(C)(C)C,17,-4,2,6,13,5,0,10,-9
COc1ccc(NC(=O)CN(C)C(=O)c2c(C)nn(-c3ccccc3)c2Cl)cc1,1,5,-4,6,1,9,-1,10,5
COC(=O)c1ccccc1NC(=S)NC(=O)COc1ccc(C(C)C)cc1,-6,-8,-3,17,3,0,-10,3,0
CCOC(=O)N1CCN(C(=O)c2ccccc2NC(=O)COc2ccccc2C)CC1,2,-1,-2,19,2,0,0,10,1
Cc1ccc(N=C2NC(=O)/C(=C/c3cccn3C)S2)c(C)c1,12,-1,0,40,7,7,-2,22,0
CCN(c1ccccc1)S(=O)(=O)c1ccc2c(c1)CCCN2C(C)=O,7,4,-4,-6,5,8,-1,1,0
Cn1cc(C(=O)N2CCN(c3cccc(Cl)c3)CC2)c(=O)c2cc(S(=O)(=O)N3CCOCC3)ccc21,2,-5,0,4,-10,0,-1,-11,-4
Cc1nc2ccccc2n2c(-c3ccccc3)c3c(=O)n(C)c(=O)n(C)c3c12,14,-8,4,0,2,10,-2,5,0
CCN1CCS/C1=C/C=C/C1=[N+](CC)CCS1,3,4,1,10,1,8,-5,9,9
O=C(Nc1ccc(CSc2ccccc2)cc1)c1ccco1,-1,0,0,-2,-1,4,1,-1,-5
O=C(c1ccc(S(=O)(=O)c2ccccc2)cc1)N1CCCCCC1,5,1,-2,8,9,-2,-1,1,6
COc1cc(C2C3=C(CC(C)(C)CC3=O)NC3=C2C(=O)c2ccccc23)ccc1O (configuration not stated),7,-1,0,30,-1,9,0,-5,2
COc1cc(C(=O)NC(C)c2ccc(S(N)(=O)=O)cc2)ccc1OCC(=O)N1CCOCC1 (configuration not stated),-5,3,4,11,0,0,-3,-3,4
O=C(COC(=O)CNS(=O)(=O)c1ccc(Br)cc1Cl)NC1CC1,-3,1,6,-1,0,10,1,16,10
CCc1ccc(C(c2ccc(CC)cc2)C(Cl)Cl)cc1,1,-10,1,-4,nt,0,2,-6,nt
O=C(O)CCC(=O)Nc1cccc(-c2nnc(-c3ccccc3)o2)c1,8,10,0,26,5,10,1,0,3
O=C(Nc1nnc(-c2ccc(Cl)s2)o1)C1CCCCC1,2,3,5,6,-4,7,5,-25,0
CCCOc1ccc(C(=O)NNC(=S)NC(C)=O)cc1,0,3,-1,14,-3,11,2,6,7

# Overlap with the part before: two compounds; new compounds follow.
SMILES,PAFAH2 inh,LYPLA2 inh,PAD4 inh,PREPL inh,EBNA-1 inh,PAFAH1B3 FP inh,LYPLA1 counter,ZTA DNA inh,GSTO1 inh
O=C(Nc1nnc(-c2ccc(Cl)s2)o1)C1CCCCC1,2,3,5,6,-4,7,5,-25,0
CCCOc1ccc(C(=O)NNC(=S)NC(C)=O)cc1,0,3,-1,14,-3,11,2,6,7
CC(C)NCCCCOc1cccc(Br)c1,-6,0,-8,-14,-3,4,1,-2,0
Cc1cc(NC(=O)c2cc3ccccc3o2)cc(C)c1OCC(=O)N1CCOCC1,-1,0,-1,10,-4,-1,1,7,0
N#Cc1ccc(NC(=O)CNc2cc(S(=O)(=O)N3CCOCC3)ccc2NCC2CCCO2)cc1 (configuration not stated),-3,-4,-6,1,2,8,-2,19,5
CC/C(=N\NC(=O)c1nnn(-c2nonc2N)c1-c1cccs1)c1ccccc1,1,-2,1,7,0,4,-10,4,-7
Cc1cc(C)c(C)c(S(=O)(=O)N2CCC(C(=O)N3CCCCCCC3)CC2)c1C,4,-2,-2,1,1,5,-3,8,0
O=C(CS(=O)(=O)c1c[nH]c2ccccc12)N1CCCc2ccccc21,3,6,3,13,-3,7,0,-12,-1
CCCNC(=O)c1oc2ccc3c(c2c1C)C(=O)CC(C)(C)O3,-3,-3,-5,-4,-2,14,-1,11,-6
CC(C)(C)n1cn[nH]c1=S,4,-2,1,-1,6,3,-3,-2,-2
N#Cc1ccccc1S(=O)(=O)N1CCN(C(=O)C2CCC2)CC1,5,-1,2,1,2,3,0,7,-7
CCC(C)(C#CCN1CCCCC1)OC(C)=O (configuration not stated),2,3,-7,-4,1,3,0,1,5
COc1ccc(C(C)=O)cc1COC(=O)c1cc(C)nc2ccccc12,8,7,-4,-4,-3,7,0,1,4
O=C(O)c1cccc(-n2cccc2/C=N/O)c1,4,4,-4,1,6,5,0,2,4
Cn1c(=O)[nH]c(NCCc2ccc(O)cc2)c([N+](=O)[O-])c1=O,7,2,2,1,5,12,0,1,28
CC(C)C(NC(=O)C1CCCCC1)C(=O)N1CCN(c2ccc(F)cc2)CC1 (configuration not stated),-1,1,-1,27,6,2,0,-5,-4
O=C(O)c1cccnc1SCc1cn2cc(Br)ccc2n1,1,-4,1,7,0,9,-3,-9,2
C/C(=N\NC(=O)CSc1nc2ccccc2o1)c1cccc(O)c1,2,4,-2,-1,6,0,1,14,2
O=C(O)CN1C(=O)NC2(CCCc3ccccc32)C1=O (configuration not stated),-14,-2,4,17,1,9,-3,-3,-1
FC(F)(F)c1ccc(CN2C[C@@H]3C(c4ccc(C(F)(F)F)cc4)C4(c5cccnc5)CC3(C4)[C@H]2c2ccccc2)cc1 (some centres not stated),2,-2,-1,4,-16,3,1,-16,2
CC(=O)NC(=C(Cl)Cl)S(=O)(=O)c1ccccc1,5,-2,-2,4,3,1,-4,5,18
Cc1nn(CSc2c(F)c(F)c(F)c(F)c2F)c(C)c1[N+](=O)[O-],-1,2,0,4,nt,2,1,4,nt
CCOC(=O)c1c(NC(=O)Nc2ccccc2)sc(C)c1C,-3,-3,-6,8,3,3,-7,14,22
O=C(c1ccccc1Cl)N1N=C(c2cccs2)CC1c1cccc(O)c1 (configuration not stated),-3,4,-1,-1,7,1,-3,2,3
CCOC(=O)C1(Cc2ccccc2)CCN(Cc2cnn(C(C)C)c2)CC1,-4,-2,-7,-1,-12,10,-1,3,-1
O=C1CC2(CCN(C(=O)c3ccc(F)cc3)CC2)Oc2ccccc21,6,1,-5,9,-4,6,0,4,7
O=C(OC(C(=O)Nc1cccc(C(F)(F)F)c1)c1ccccc1)C1CCCCC1 (configuration not stated),-26,-56,-4,-7,5,-7,-29,-5,-11
# Carrying on:
SMILES,PAFAH2 inh,LYPLA2 inh,PAD4 inh,PREPL inh,EBNA-1 inh,PAFAH1B3 FP inh,LYPLA1 counter,ZTA DNA inh,GSTO1 inh
CCOC(=O)Cc1csc(NC(=O)c2cc3c(s2)CCCC3)n1,8,-11,-4,0,1,-7,-5,11,1
COC(=O)c1ccnc(SCC(=O)c2ccccc2)c1,5,6,6,1,3,1,2,-1,-2
O=C(c1ccccc1F)N1CCN(Cc2ccc3c(c2)OCO3)CC1,6,-5,-4,16,-1,7,-3,9,-1
NCCCC[C@H]1CNC(=O)C(=O)N1CCc1cccc2ccccc12,0,-2,-7,0,2,9,-1,7,2
S=C(NCCc1ccccc1)N1CCCC1,9,2,0,-2,6,11,0,-12,4
COc1ccc(/C=C2\CCC(C3CCCC3)C2=O)cc1Cn1cccn1 (configuration not stated),6,-5,2,14,7,-7,-4,5,-32
N#CC1=C(N)C(C#N)(C#N)[C@H](c2ccncc2)[C@H]2CC3(CC=C12)OCCO3,-14,-3,1,5,-6,8,-3,-7,7
CS(=O)(=O)N(CC(=O)NCc1ccccn1)Cc1ccc(Cl)cc1,-9,4,-5,-7,-9,4,-2,-14,6
CC(=O)c1cc2c(cc1NS(=O)(=O)c1ccccc1Br)OCO2,4,3,2,-6,5,0,-2,3,-3
O=C(NCCOc1ccccc1Cl)c1cccc2c1C(=O)c1ccc(Cl)cc1S2(=O)=O,-2,4,4,6,nt,6,1,-21,nt
COc1cccc(-c2nn(-c3ccc(C)cc3)cc2C(=O)N2CCN(C3CCS(=O)(=O)C3)CC2)c1 (configuration not stated),-2,1,-10,13,nt,1,-3,-3,nt
CCOCc1c(C(=O)N2CCN(Cc3ccc(Br)s3)CC2)oc2ccccc12,2,3,1,8,nt,3,3,-6,nt
COc1ccccc1OCCC(=O)OCC(=O)Nc1ccc(Br)cc1,-2,-1,-2,-38,3,7,0,6,6
Cc1ccc(CNC(=O)C2CC(c3cccc([N+](=O)[O-])c3)=NO2)o1 (configuration not stated),10,-1,-6,5,-6,3,-2,-11,-2
CCOc1ccc(Nc2nc3cc(S(=O)(=O)N(CC)CC)ccc3o2)cc1,2,5,-1,17,-2,12,-5,-11,5
CCCCC(CC)CN=C(N)NC(N)=NCCCCCCN=C(N)NC(N)=NCC(CC)CCCC (configuration not stated),-1,6,1,37,-1,0,0,-7,1
CCC1CN(C(=O)N2CCC(C(=O)Nc3ccccc3OC)CC2)c2ccccc2O1 (configuration not stated),-2,2,1,-2,-3,11,2,-1,8
Cc1ccc(NC(=O)ON=C2CCCC2)cc1,-1,-4,-3,18,-8,-1,-5,-14,3
O=C(Cc1ccc(-n2c(=S)[nH]c3ccccc3c2=O)cc1)N1CCN(c2ccccc2)CC1,-1,18,-4,-35,1,-1,-2,4,-2
Cc1ccc(S(=O)(=O)N2CCN(C(=O)c3ccccc3-c3nc4ccccc4s3)CC2)c(C)c1,4,-7,-6,-9,-1,2,-5,7,3
Cc1cc2c(c(=O)n1CCN(C)C)C(c1ccc(Cl)cc1)C(C#N)=C(N)O2 (configuration not stated),-5,4,-3,6,3,-1,0,8,-6
COC(=O)c1cc(NC(=O)c2ccc(C)cc2)c(=O)oc1C,-3,1,2,12,-8,8,-2,-1,-5
CC(=O)Nc1ccc(-n2cnnn2)cc1,5,0,-7,-7,2,3,-1,-6,-3
CN(CC(=O)NCC(c1ccccc1)N1CCCC1)S(=O)(=O)c1ccc(Cl)cc1 (configuration not stated),4,2,0,17,nt,10,-1,5,nt
COc1cccc(C(=O)Nc2nc3ccccc3[nH]2)c1,5,3,1,20,0,4,-1,-6,-2
Nc1c(C(=O)N2CCCCC2)sc(=S)n1-c1ccccc1,-2,2,4,13,-4,5,1,-6,1
CN1CCN(S(=O)(=O)c2cccc(C(=O)Oc3ccc(Br)cc3F)c2)CC1,-5,6,1,7,0,-8,3,0,-1
Cc1cccc(C)c1OCCNC(=O)C(=O)NCc1ccco1,-11,-5,-4,0,-3,-8,-4,-14,6
CCCC1=C(C(=O)OCC)C(c2ccc(N(C)C)cc2)n2ncnc2N1 (configuration not stated),0,1,1,7,-2,10,5,-3,-4

# Results in ZTA DNA inh, for some of the entries so far:
mol	ZTA DNA inh
CC(=O)Nc1ccc(-n2cnnn2)cc1	-6
CN(CC(=O)NCC(c1ccccc1)N1CCCC1)S(=O)(=O)c1ccc(Cl)cc1 (configuration not stated)	5
COc1cccc(C(=O)Nc2nc3ccccc3[nH]2)c1	-6
Nc1c(C(=O)N2CCCCC2)sc(=S)n1-c1ccccc1	-6
CN1CCN(S(=O)(=O)c2cccc(C(=O)Oc3ccc(Br)cc3F)c2)CC1	0
Cc1cccc(C)c1OCCNC(=O)C(=O)NCc1ccco1	-14

# Screening data: PubChem, The Scripps Research Institute Molecular Screening Center

# An excerpt. The share of hits here may be higher or lower than overall.
